# Bim-Bcl-W: inhibitors of Bim binding to Bcl-W, primary screen, biochemical, multiplexed, bead-based flow cytometry; Bcl-2-like protein 2 (Homo sapiens), Q92843; inhibition, % at 10 µM; AID 952, 2007; Bim peptide-Bcl-W binding; hit rate 0.02% among 190,000;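 also: 0% = bound tracer without compound and 100% = peptide blocker; higher means less fluorescent Bim peptide bound to Bcl-W beads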
# Bcl-B Bim block: inhibitors of Bim-Bcl-B binding, primary screen, biochemical, multiplexed, human Bcl-2 family; bead-based flow cytometry, Bim peptide-Bcl-B binding; inhibition, % at 10 µM; hit rate 0.073% among 190,000; AID 951, 2007;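 also: 0% = tracer peptide without compound and 100% = reference inhibitor peptide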
# RGS7-Gao reg: RGS7-Galphao binding modulators, primary screen, biochemical, multiplexed bead flow cytometry; Guanine nucleotide-binding protein G(o) subunit alpha (Homo sapiens), P09471; actives lie on both sides; binding response (% of control), % at 10 µM; hit rate 0.35% among 220,000; in the data active = binding response below about 49% or above about 150%; inconclusive = no clear call, values can overlap the other calls; inactive = in between;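 also: fluorescent Galphao held in activated GDP-AlF4 state binding bead-coupled RGS7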
# Target sequence (P09471 whole entry, looked up): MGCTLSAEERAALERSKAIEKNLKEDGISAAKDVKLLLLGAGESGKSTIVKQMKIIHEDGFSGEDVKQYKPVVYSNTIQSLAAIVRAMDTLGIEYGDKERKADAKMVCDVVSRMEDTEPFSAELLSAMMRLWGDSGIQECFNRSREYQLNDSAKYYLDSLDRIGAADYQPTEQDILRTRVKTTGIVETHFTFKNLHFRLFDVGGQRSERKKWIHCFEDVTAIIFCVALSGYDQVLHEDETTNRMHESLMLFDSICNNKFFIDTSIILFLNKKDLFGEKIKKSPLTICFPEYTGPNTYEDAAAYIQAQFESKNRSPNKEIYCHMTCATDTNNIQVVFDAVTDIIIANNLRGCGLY
# Bcl-XL Bim block: inhibitors of Bim-Bcl-XL binding, primary screen, biochemical, multiplexed, bead flow cytometry, human Bcl-XL. Bcl-2-like protein 1 (Homo sapiens), Q07817. Bim peptide-Bcl-XL binding, fluorescence. inhibition, % at 10 µM. hit rate 0.04% among 190,000. AID 1007, 2008
# Target sequence (Q07817 whole entry, looked up): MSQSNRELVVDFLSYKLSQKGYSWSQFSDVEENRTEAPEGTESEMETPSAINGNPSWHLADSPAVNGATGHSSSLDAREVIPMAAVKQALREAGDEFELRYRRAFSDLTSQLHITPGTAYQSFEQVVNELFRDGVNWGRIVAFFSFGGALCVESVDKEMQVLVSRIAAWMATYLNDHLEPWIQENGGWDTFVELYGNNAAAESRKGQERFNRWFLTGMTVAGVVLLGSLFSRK
# Mcl1-Bid inh: Mcl-1/Bid binding inhibitors, primary screen, biochemical, TR-FRET, 1536-well; hit rate 0.97% among 220,000; TR-FRET Mcl-1/Bid-Dy647 peptide binding; inhibition, % at 21.7 µM;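 active = compounds that cut the binding signal by more than half at the single screening dose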;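 also: His-tagged Mcl-1 with europium anti-His antibody binding Bid BH3 peptide; 0% = Mcl-1 plus peptide wells and 100% = peptide-only wells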
# Target sequence (Q07820 whole entry, looked up): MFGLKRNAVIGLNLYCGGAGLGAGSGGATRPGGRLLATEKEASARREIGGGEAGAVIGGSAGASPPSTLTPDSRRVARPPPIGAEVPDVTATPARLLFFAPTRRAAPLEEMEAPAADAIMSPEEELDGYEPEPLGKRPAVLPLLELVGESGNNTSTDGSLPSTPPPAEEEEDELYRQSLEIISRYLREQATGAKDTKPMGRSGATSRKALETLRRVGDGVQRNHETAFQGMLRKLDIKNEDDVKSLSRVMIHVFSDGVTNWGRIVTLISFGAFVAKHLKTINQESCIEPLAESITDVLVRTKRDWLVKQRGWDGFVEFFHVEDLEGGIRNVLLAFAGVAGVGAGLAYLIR
# Mcl1-Noxa inh: Mcl-1/Noxa binding inhibitors, primary screen, biochemical, TR-FRET, 1536-well; Induced myeloid leukemia cell differentiation protein Mcl-1 (Homo sapiens), Q07820; TR-FRET Mcl-1/Noxa peptide binding, 2 h; inhibition, % at 21.7 µM; hit rate 1.5% among 220,000;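 active = compounds that cut the protein-peptide binding signal by more than 50% relative to plate controls in a single-dose test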;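 also: His-tagged Mcl-1 with rhodamine Noxa BH3 peptide and terbium anti-His antibody; 0% = Mcl-1 plus Noxa peptide wells and 100% = peptide-only wells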
# RGS4-Gao reg: modulators of RGS4 binding to Galphao, primary screen, biochemical, multiplexed bead flow cytometry | Guanine nucleotide-binding protein G(o) subunit alpha (Homo sapiens), P09471 | hit rate 0.33% among 220,000 | AID 1415, 2008 | actives lie on both sides | binding response (% of control), % at 10 µM; in the data active = binding response below about 49% or above about 150%; inactive = in between;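 also: fluorescent Galphao activated with aluminum fluoride binding bead-coupled RGS4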
# Bfl-1 Bim block: inhibitors of Bim binding to Bfl-1, primary screen, biochemical, multiplexed, bead-based flow cytometry. Bcl-2-related protein A1 (Homo sapiens), Q16548. Bim-Bfl-1 binding inhibition. hit rate 0.12% among 190,000. AID 1008, 2008. inhibition, % at 10 µM;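 also: 0% = wells without compound plus tracer and 100% = blocker peptide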
# Bim-Bcl-2: inhibitors of Bim-Bcl-2 binding, primary screen, biochemical, multiplexed, human Bcl-2 family | Apoptosis regulator Bcl-2 (Homo sapiens), P10415 | Bead-based flow cytometry, Bim peptide-Bcl-2 binding | inhibition, % at 10 µM | hit rate 0.06% among 190,000; in the data active = inhibition above about 40%; inconclusive = no clear call, values can overlap the other calls;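 also: 0% = no compound wells with probe peptide and 100% = reference peptide inhibitor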
# RGS8-Gao: RGS8-Galphao binding modulators, primary screen, biochemical, multiplexed bead flow cytometry | Guanine nucleotide-binding protein G(o) subunit alpha (Homo sapiens), P09471 | actives lie on both sides | response (percent of control binding), % at 10 µM | AID 1423, 2008 | hit rate 0.34% among 220,000; in the data active = response below about 60% or above about 140%; inactive = in between;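 also: Galphao activated as the GDP aluminium fluoride complex binding bead-coupled RGS8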
# Mcl-1 Bim block: inhibitors of Bim peptide binding to Mcl-1, primary screen, biochemical, bead-based flow cytometry, multiplex. Induced myeloid leukemia cell differentiation protein Mcl-1 (Homo sapiens), Q07820. Bim peptide-Mcl-1 binding. inhibition, % at 10 µM. hit rate 0.1% among 190,000. AID 1009, 2008;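 also: 0% = no compound tracer wells and 100% = peptide blocker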
# Active calls of the source: *; ? = inconclusive; . = no result given. Rule as the data show it, unless noted: active = inhibition above about 40%.
SMILES,Bim-Bcl-W,Bcl-B Bim block,RGS7-Gao reg,Bcl-XL Bim block,Mcl1-Bid inh,Mcl1-Noxa inh,RGS4-Gao reg,Bfl-1 Bim block,Bim-Bcl-2,RGS8-Gao,Mcl-1 Bim block
FC(F)(F)c1ccccc1NC1=NCCC1,-2,-5,94,-4,-6,18,91,-5,-7,94,-1
COc1cc(C2C(C#N)=C(N)OC3=C2C(=O)CC(C)(C)C3)c([N+](=O)[O-])cc1OC (centres undefined),6,-3,98,4,-10,0,100,9,3,100,3
O=C1CC(N2CCC(c3nc4ccccc4[nH]3)CC2)C(=O)N1c1ccccc1F (centres undefined),-1,0,95,-2,-13,15,97,-6,-2,100,-2
Nc1c(N=Nc2ccccc2F)c(=O)[nH]n1-c1ccccc1,0,-2,97,0,-49,3,97,-3,-3,101,-2
COC(=O)c1ccc(COc2cccc3c2CCN(Cc2cccc(C)c2)C3=O)o1,-7,-9,102,-7,11,12,100,-3,-9,100,-3
CCN1CCN(c2ccc(NC(=O)COc3ccccc3Cl)cc2)CC1,-1,-5,104,1,-72,12,104,-13,-8,103,-2
CCCn1nc2cc(C(=O)NCc3ccc(OC)cc3)ccc2c1OCC,-2,2,103,2,-25,16,104,-1,1,102,1
O=C(ONC1=NCCCCC1)c1ccc(Cl)cc1,1,-11,98,3,-10,9,104,-8,-2,102,1
CCCc1cc(=O)[nH]c(Nc2ccc(O)cc2)n1,1,-10,101,-3,-33,18,103,-6,-10,103,-2
C=CCSc1nc2c(c(=O)[nH]c(=O)n2C)n1C(C)C,4,-30,106,4,-7,-6,107,7,-3,104,-9
O=C(Nc1ccc2c(c1)CCC2)c1ccccc1Br,0,-4,?,-1,-16,1,98,-3,-5,99,0
COC(=O)c1cc(/C=C/c2ccccc2)on1,2,0,96,0,2,-4,95,0,1,106,0
Cc1cccc(C)c1NC(=O)C1c2cccc[n+]2CC(=O)N1Cc1ccc2c(c1)OCO2 (centres undefined),0,0,119,0,6,29,113,-2,0,107,2
CN(C)c1ccc(C(=O)C(O)c2ccccc2)cc1 (centres undefined),-2,-6,94,-5,-28,5,98,3,-8,96,-3
O=C(O)CCN1C(=O)CC2(CCCCC2)C1=O,-3,-8,99,-8,-17,12,98,-16,-6,101,-3
N#C/C(=C\c1c(N2CCC(C(N)=O)CC2)nc2ccccn2c1=O)C(=O)NCc1ccco1,-2,1,102,-6,-3,24,100,-2,-3,102,-2
Cc1ccc(OCCCC(=O)Nc2nc3ccccc3[nH]2)cc1,0,-5,104,-1,17,8,100,-4,-4,103,-1
CCNC(=S)N1CCN(Cc2ccccc2)CC1,-2,-6,?,-1,-33,10,102,-4,-2,100,0
NC(=O)CSc1nc(C23CC4CC(CC(C4)C2)C3)nc2ccccc12,-3,-3,92,1,-37,1,101,-4,-3,99,-1
O=C(Cn1c(=O)sc2ccccc21)NCCOc1ccccc1F,-7,-4,107,-6,11,-16,103,-6,-5,102,-14
O=C1CCCc2c1[nH]c1c(Br)cccc21,-2,-12,101,-12,17,-13,102,-16,-12,101,-7
COc1ccccc1CNC(=O)COC(=O)c1cnccn1,-1,-9,100,-6,-13,-13,103,-10,-6,102,-1
C/C(=N\N=C1\NC(=O)C(CC(=O)O)S1)c1ccccn1 (centres undefined),.,.,?,.,-87,-87,101,.,.,98,.
C=CCn1c(-c2cccc(OC)c2OC)n[nH]c1=S,0,-11,107,-1,-4,13,100,0,1,100,0
CC1CCCCN1C(=O)Cn1cnc2cc([N+](=O)[O-])ccc2c1=O (centres undefined),4,1,99,4,7,26,100,0,2,101,0
O=C(COC(=O)CNC(=O)c1ccccc1F)Nc1ccc2c(c1)OCCO2,-5,-1,105,-2,-9,0,103,0,0,100,-4
O=C(CSc1nnc(-c2ccncc2)o1)c1cccc([N+](=O)[O-])c1,-2,0,?,0,-8,2,98,-3,0,100,-1
CC1=NN(c2cccc(C(=O)O)c2)C(=O)/C1=C\C=C\c1ccco1,-2,-5,90,-2,-16,98*,98,-1,1,101,0
CC1=C(C(=O)OC(C)C)C(c2ccc(Br)s2)NC(=O)N1 (centres undefined),0,-8,105,-13,-6,-8,103,-16,-8,104,-2
COc1ccc2[nH]cc(S(=O)(=O)c3ccc(F)cc3)c(=O)c2c1,0,-8,98,-5,-11,11,97,-13,-5,101,0
CCCC[C@@H]1CNC(=S)N1CCC12CC3CC(CC(C3)C1)C2,1,-7,91,0,-17,8,88,-1,1,94,2
CC(=O)c1ccc2c3c(cccc13)CC2,-5,-3,93,-26,-3,-5,87,-5,-6,90,-4
O=C(COC(=O)c1n[nH]c2ccccc12)NC(=O)NC1CCCCC1,2,0,100,1,-8,18,100,0,0,100,2
Cc1ccc2c(c1)c(CC(=O)Nc1ccc(F)cc1)c(C(=O)O)n2C,0,-6,95,-6,50,17,101,-10,-8,101,-3
CCOc1ccc(N2C(=O)c3cccnc3C2=O)cc1,1,-8,99,0,-3,13,102,-9,-4,102,-3
CCC12CN(S(=O)(=O)c3ccc(C)cc3)CC(CC)(CN(S(=O)(=O)c3ccc(C)cc3)C1)C2=O,2,-4,101,-3,-16,-6,103,-12,-3,100,0
NNC(=O)c1cccnc1Oc1ccccc1,.,.,?,.,1,13,100,.,.,100,.
Cc1ccc(C(=O)CSc2nnc(-c3ccco3)n2C)cc1,1,0,102,2,-19,3,101,-1,0,102,6
O=C(NCc1ccco1)C1CCCCC1,0,-5,97,-1,-29,2,99,-4,-3,101,-1
Cc1ccc(C(=O)Nc2ccc(S(=O)(=O)N3CCCC3)cc2)s1,0,0,?,0,-21,5,102,-4,-2,99,0

# Reprinted from the part before: three entries, followed by the next part.
SMILES,Bim-Bcl-W,Bcl-B Bim block,RGS7-Gao reg,Bcl-XL Bim block,Mcl1-Bid inh,Mcl1-Noxa inh,RGS4-Gao reg,Bfl-1 Bim block,Bim-Bcl-2,RGS8-Gao,Mcl-1 Bim block
Cc1ccc(C(=O)CSc2nnc(-c3ccco3)n2C)cc1,1,0,102,2,-19,3,101,-1,0,102,6
O=C(NCc1ccco1)C1CCCCC1,0,-5,97,-1,-29,2,99,-4,-3,101,-1
Cc1ccc(C(=O)Nc2ccc(S(=O)(=O)N3CCCC3)cc2)s1,0,0,?,0,-21,5,102,-4,-2,99,0
CCOC(=O)c1cnc(SC)nc1N,-1,-6,104,-9,-10,3,102,-11,-3,96,0
NS(=O)(=O)c1ccc(CCNC(=O)c2cccnc2)cc1,-5,-4,109,-4,-3,13,112,-2,-4,105,-7
COc1ccc(Nc2cc(C(=O)NCCCN3CCN(C)CC3)c3ccccc3n2)cc1,-1,-1,105,-3,-26,5,109,-4,-3,105,-5
NS(=O)(=O)c1ccc(NC(=O)/C=C/c2cccc(Cl)c2)cc1,-2,-4,98,0,-11,-4,99,-3,-2,101,0
Cc1ccc(C)n1-c1ccc(C(=O)Nc2ccccc2)cc1,-1,-5,104,-8,5,3,102,-1,-3,102,-5
Cc1ccc(N(Cc2ccc(C(=O)NC3CCCCC3)cc2)S(C)(=O)=O)cc1C,0,-7,105,6,-19,-7,101,-10,-11,103,-3
CCCNC(=O)c1n[nH]c(=O)c2ccccc12,-2,-2,102,-1,-12,0,103,0,-6,109,-6
COC(=O)c1ccc(Oc2cc(C)nc(-n3nc(C)cc3C)n2)cc1,4,-6,97,0,-18,6,98,-12,-8,102,-2
CC(C)n1cc(/C(N)=N/O)c(=O)n(Cc2ccccc2)c1=O,.,.,?,.,-1,5,98,.,.,102,.
O=[N+]([O-])c1cc(CN(CCO)CCO)ccc1O,.,.,?,.,7,46,100,.,.,101,.
CCOc1ccccc1-n1c(SCC(=O)N2CCCC2)nnc1-c1ccoc1C,3,0,97,4,-12,23,99,-4,0,100,0
CSc1nc2c(cnn2-c2ccccc2)c(=O)n1N,-1,-2,100,-2,-17,16,100,-5,-4,99,0
COc1ccc(CC(=O)Nc2cccc(C)n2)cc1OC,0,0,107,0,-33,0,103,0,1,98,0
O=C(CCN1C(=O)c2ccccc2S1(=O)=O)Nc1ccccc1O,0,-3,103,-1,-67,-14,97,0,0,101,-1
CCc1cc(=O)oc2cc(OCC(=O)O)c(Cl)cc12,3,-3,99,0,12,21,100,-7,-2,102,1
CCCCN(C(=O)CCC(=O)Nc1cc(C)on1)C(C(=O)NC(C)(C)C)c1cccc(OC)c1OC (centres undefined),4,5,99,2,-2,7,87,5,15,98,2
COc1cc(CO)cc(Br)c1OCc1cccnc1,3,-6,98,5,-26,-7,98,-12,-8,98,1
O=C(O)CSCC(=O)NCc1cccc(C(F)(F)F)c1,-5,-4,98,-4,-13,19,100,-5,-3,97,0
COc1ccc(/C=N/n2cnnc2)cc1Oc1nc(Cl)ncc1F,-5,-8,95,-5,-1,-2,95,-7,-6,99,-1
O=C(NCCCN1CCOCC1)c1ccc(CS(=O)(=O)c2ccc(Br)cc2)o1,0,-9,98,-3,-3,7,100,-11,-12,105,-1
On1nnc2ccc(C(F)(F)F)cc21,0,-4,93,0,-7,10,92,0,3,96,2
c1ccc(Nc2nc(-c3ccccn3)cs2)cc1,0,-9,97,-10,-51,-24,100,-18,-9,101,-3
Cc1ccc(C(=O)c2oc3ccccc3c2N)cc1,-2,-11,98,-5,-18,2,93,-5,-1,97,-8
CCCc1nc2oc3cc(OC)ccc3c(=O)c2c(=O)n1Cc1ccco1,-2,-1,95,-2,-21,32,96,-3,5,96,-5
CCN(CC)CCNC(=O)CCCCn1c(=S)[nH]c2c([nH]c3ccc(OC)cc32)c1=O,4,-10,106,-7,-59,61*,106,0,-2,101,0
O=C(CN1CCN(C(=O)c2ccco2)CC1)Nc1ccc(Cl)c(C(F)(F)F)c1,-2,-7,105,-6,-11,19,110,-1,-5,117,-8
O=Cc1cccc(OC(=O)c2ccc(Cl)cc2Cl)c1,1,-9,98,0,14,-3,99,-13,-7,102,-1
O=C(OC1CCCCC1=O)c1cccc(S(=O)(=O)NCc2ccccc2)c1 (centres undefined),-2,0,101,-2,-23,-5,107,-1,-2,101,-4
CNc1ccccc1C(C)(C)c1cc(-c2cccc(Br)c2)no1,-1,-5,107,-4,-13,-4,101,-3,-1,100,-1
